# Compound activity (PubChem)
# LAP4-GFP MLPCN: yeast TOR pathway LAP4-GFP modulation | S. cerevisiae LAP4-GFP multiplex, flow cytometry GFP, 3 h; median GFP as percent of DMSO wells | AID 2023 | 0.34% of 320,000 active | GFP response vs DMSO, % at 10 µM;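 active = GFP response vs DMSO above a set limit, about the screen mean plus 3 SD, cut at about 150% in these data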
# GASC-1 inh: inhibitors of human GASC-1 (JMJD2C) demethylase. Q9H3R0. GST-JMJD2C(1-420) H3K9me3 demethylation, DELFIA europium. inhibition, % at 2.35 µM. 0.069% of 330,000 active;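 active = more than half of a compound's replicate wells show inhibition beyond 50%, single wells judged on their own value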;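 note: signal counts dimethyl H3K9 product captured on neutravidin plate; 0% = median of DMSO wells and 100% = 0.3 times that DMSO median; strong numbers were not always called active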
# Target sequence (Q9H3R0 1-420 limits assumed): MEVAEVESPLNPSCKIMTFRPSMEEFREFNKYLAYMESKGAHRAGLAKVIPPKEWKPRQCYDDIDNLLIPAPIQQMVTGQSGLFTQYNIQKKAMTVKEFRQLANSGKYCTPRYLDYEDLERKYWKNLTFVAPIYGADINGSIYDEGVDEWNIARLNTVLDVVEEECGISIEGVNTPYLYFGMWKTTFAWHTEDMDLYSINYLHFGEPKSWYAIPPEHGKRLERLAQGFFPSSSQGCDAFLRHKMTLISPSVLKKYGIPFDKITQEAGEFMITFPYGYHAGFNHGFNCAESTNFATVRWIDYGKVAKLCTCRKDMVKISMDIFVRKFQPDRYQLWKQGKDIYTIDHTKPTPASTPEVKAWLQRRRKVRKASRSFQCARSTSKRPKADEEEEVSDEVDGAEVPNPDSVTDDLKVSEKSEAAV
# MEP2-GFP yeast: yeast TOR pathway MEP2-GFP modulation | 0.51% of 330,000 active | AID 2016 | S. cerevisiae MEP2-GFP strain, flow cytometry GFP, 3 h; 100% = DMSO control level | GFP response vs DMSO, % at 10 µM;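 active = GFP response versus DMSO above a set limit, roughly screen mean plus 3 SD, cut at about 180% in these data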;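 note: median GFP fluorescence of the barcode-gated MEP2-GFP cells per well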
# proCasp3 act: activates human procaspase-3 | P42574 | recombinant procaspase-3 D3A, Ac-DEVD-pNA absorbance 405 nm | activation, % at 8.5 µM | 0.11% of 330,000 active | AID 463141;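 active = activation above the mean of all tested compounds plus 3 SD, cut at about 21% in these data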;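 note: 0% = DMSO alone and 100% = DMSO wells spiked with extra 5 µM PC-3 D3A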
#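 Compound: 8.5 µM single point, 0.8% DMSO / Material: Autoprocessing-dead procaspase-3 D3A mutant enzyme / Timing: 1 h preincubation plus 2 h reaction at 25 °C / Medium: Zinc-free HEPES/NaCl buffer with 0.01% Triton X-100 at pH 7.4 / Technique: 405 nm absorbance of p-nitroaniline, reads at 0 and 120 min / Repeats: one well per compound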
# proCasp7 act: activates human procaspase-7, counter-screen for procaspase-3 activators | AID 463210 | 0.093% of 330,000 active | P55210 | activation, % at 8.5 µM | recombinant procaspase-7, Ac-DEVD-pNA absorbance 405 nm; D23A/D198A/D206A triple mutant, cannot self-cleave; scale: DMSO 0, 5 µM enzyme 100;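 active = percent activation above the screen-wide mean plus 3 SD, cut at about 25% in these data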
# Target sequence (P55210 whole entry D23A/D198A/D206A): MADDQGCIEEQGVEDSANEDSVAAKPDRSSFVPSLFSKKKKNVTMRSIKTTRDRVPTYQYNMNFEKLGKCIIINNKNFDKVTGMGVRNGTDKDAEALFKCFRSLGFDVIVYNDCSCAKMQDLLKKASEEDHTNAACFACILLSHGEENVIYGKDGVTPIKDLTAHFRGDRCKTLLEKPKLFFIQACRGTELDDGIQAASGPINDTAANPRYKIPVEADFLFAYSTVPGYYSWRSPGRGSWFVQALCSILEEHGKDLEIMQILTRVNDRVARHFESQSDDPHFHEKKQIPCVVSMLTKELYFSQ
#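 System: Procaspase-7 triple mutant (PC-7 D3A); measure: % activation from two-timepoint absorbance difference, scaled to controls; times: 1 h compound preincubation, 2 h substrate cleavage, 25 °C; also added: Ac-DEVD-pNA substrate, 400 µM as added; measured by: Epi-absorbance of released pNA at 405 nm, two timepoints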
# Yeast superoxide: yeast age-related superoxide inhibition as caloric restriction mimetic; S. cerevisiae aged cells, superoxide DHE fluorescence; stronger effect = lower value; superoxide response (% of plate mean), % at 10 µM; 0.18% of 330,000 active;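 active = superoxide response under a set limit, about three screen SD below normal, cut at about 65% in these data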;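 note: yeast aged for seven days with compound at 30 °C before DHE staining; 100% = average MFI of all compound-treated wells on the plate with controls excluded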
# AHR act: activates the human aryl hydrocarbon receptor. 2.5% of 320,000 active. AID 2796. activation, % at 5 µM. AHR-responsive luciferase reporter cells, luminescence; in the data active = activation above about 47%;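 note: 0% = vehicle wells and 100% = reference agonist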
# RPL19A TOR yeast: modulators of TOR pathway RPL19A-GFP in S. cerevisiae; 0.3% of 330,000 active; S. cerevisiae RPL19A-GFP strain, flow cytometry, 3 h; stronger effect = lower value; percent response vs DMSO, % at 10 µM;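 active = percent response vs DMSO below 50%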;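 note: median channel GFP fluorescence of the barcoded RPL19A-GFP strain; ratio of sample median GFP to plate DMSO average so 100% = DMSO; lower means less RPL19A-GFP as with rapamycin TOR inhibition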
# Starred values were filed as active, the others as inactive; nt = no result given.
SMILES,LAP4-GFP MLPCN,GASC-1 inh,MEP2-GFP yeast,proCasp3 act,proCasp7 act,Yeast superoxide,AHR act,RPL19A TOR yeast
Cc1nnc(SC(C)C(=O)Nc2c(C)n(C)n(-c3ccccc3)c2=O)n1N (centres undefined),111,-9,104,-4,5,102,1,96
CN(CC(=O)O)S(=O)(=O)c1ccc(F)cc1,97,3,106,1,-5,86,1,103
O=C(COC(=O)C1CC2CCCC(C1)C2=O)NC(=O)c1ccc(OC(F)F)cc1 (centres undefined),86,-4,92,-4,11,96,1,104
Cc1ccc2nc(N3C(=O)C(O)=C(C(=O)c4ccco4)C3c3cccs3)sc2c1 (centres undefined),107,-7,104,-12,-58,110,21,97
COc1ccc(C(=O)NCC(=O)OCC(=O)c2ccc3c(c2)OCCO3)cc1,102,3,99,-5,1,93,-1,99
O=C(NCc1ccccn1)c1cc(-c2ccccc2)nc2ccccc12,96,-5,97,-9,7,91,18,105
CCOc1ccc2nc(SCC3CC3(Cl)Cl)[nH]c2c1 (centres undefined),114,6,90,-12,5,115,15,91
CCOC(=O)CSc1nc2cc(C(=O)OC)ccc2c(=O)n1CCN1CCOCC1,104,0,110,0,-6,96,-2,102
O=C(O)C(F)(F)S(=O)(=O)O,97,9,99,-8,-6,80,1,100
COc1ccc(-c2cn3cccnc3n2)cc1NS(=O)(=O)c1ccccc1,87,5,104,-3,5,101,33,106
Cc1ccc(C)c(N2CCN(C(=O)C3CCC3)CC2)c1,90,4,110,-6,2,97,-2,104
O=C(c1cccc(Br)c1)c1coc2ccc(O)cc12,110,7,88,7,-2,108,-2,93
Cc1cc(C(=O)Nc2ccc(F)c(Cl)c2)on1,101,-1,111,-2,-8,82,0,95
COc1ccc(C(=O)NC2CC2)cc1OC1CCN(Cc2ccc(F)cc2)CC1,78,0,108,nt,nt,105,nt,127
COc1ccc(OC)c(NC(=S)NCCSc2ccc(C)cc2)c1,92,4,93,-6,-2,91,7,97
COc1ccc(NC(=S)NCCCCCC(=O)C[N+](=O)[O-])cc1,251*,7,119,-18,-36,98,2,88
Cc1cccc(Oc2ccccc2NC(=O)CN2C(=O)NC3(CCCC3)C2=O)c1,108,119,100,4,8,106,0,104
O=C(CN(Cc1ccccc1Cl)C(=O)CNS(=O)(=O)c1ccc(F)cc1)NCC1CCCO1 (centres undefined),100,-4,108,-5,6,93,-1,97
Cn1cccc1Cc1nnc(SCC(=O)Nc2nccs2)n1CCc1ccccc1,97,-2,106,-13,-15,104,3,96
COc1ccc(C(=O)Nc2ccc(Cn3ccnc3)cc2)cc1OC,100,-11,99,1,-3,98,51*,99
O=C1c2cc([N+](=O)[O-])cc3cc([N+](=O)[O-])cc(c23)C(=O)N1c1ccccn1,101,1,105,-2,7,82,-1,101
CN(c1ccccc1)S(=O)(=O)c1ccc(NC(=O)COc2ccccc2)cc1,108,0,108,6,4,113,-2,101
CC(OC(=O)CCC(=O)c1cccs1)C(=O)Nc1ccc(Cl)cn1 (centres undefined),101,2,101,2,0,93,11,102
COc1cc2c(cc1O)[C@@H]1Cc3cc(OC)c(OC)cc3C(C2)N1C,99,-2,94,-9,8,97,-2,104
CCCCOc1ccc(/C=N/Nc2cc(N3CCOCC3)nc(C)n2)cc1,102,1,100,-4,-5,109,4,97
COc1ccc(CN2CCNC(=O)C2CC(=O)NC2CCC2)c(OC)c1 (centres undefined),85,7,108,nt,nt,95,nt,110
CC(C)(C)n1nnnc1C(c1cccc(C#N)c1)N1CCN2CCCC2C1 (centres undefined),100,12,100,4,2,106,9,103
COc1ccc([N+](=O)[O-])cc1NC(=O)CC(C)c1ccccc1 (centres undefined),97,0,93,-15,0,110,-1,94
CCO[C@@H]1OC(C(=O)N2CCN(Cc3ccccc3)CC2)=C[C@H](c2cn(C(C)=O)c3ccccc23)[C@H]1CCCO,105,12,90,6,2,100,9,98
Cc1cccc(C)c1NC(=O)CSc1nnc(-c2ccco2)c(-c2ccco2)n1,97,-18,99,-24,-22,105,19,91
O=C(c1c(F)cccc1Cl)N1CCN(c2ccccn2)CC1,97,6,108,6,12,103,-4,102
C[C@H](NC(=O)OC(C)(C)C)c1nnc(SCC(=O)Nc2ccc(Br)cc2)o1,100,8,100,6,11,112,2,103
O=C(Oc1ccccc1OC(=O)N1CCOCC1)N1CCOCC1,92,-36,94,0,8,101,1,95
COc1cccc(N=NC2C(=O)N(C(N)=S)N=C2C)c1 (centres undefined),104,13,94,-5,-3,106,23,95
Nc1ccccc1-c1nnc(SCC(=O)Nc2ccccc2OC(F)F)[nH]c1=O,94,12,108,-4,-5,137,2,102
CCOC(=O)C(NCc1ccccc1OC)(NC(=O)c1ccccc1)C(F)(F)F (centres undefined),103,-6,108,0,8,91,2,98
Cc1cccc(NC(=O)CSc2nnc(-c3cc(C)n(-c4ccccc4)c3C)o2)c1C,104,11,102,1,10,102,-2,96
O=C(C[n+]1cc(-c2ccc(F)cc2)n2c1CCC2)OCc1ccccc1,107,0,108,7,2,90,4,105
CC(C)C[C@@]12C(=O)N(c3cccc(F)c3)C(=O)N1[C@H](c1ccc(Br)cc1)[C@@H]1C(=O)N(C(C)(C)C)C(=O)[C@@H]12,130,0,88,1,-6,90,4,97
CCOc1ccccc1NC(=O)CSc1nc(=O)n(CCCN2CCOCC2)c2c1CCCC2,108,0,92,-6,2,95,1,97
CN(C)c1ccc(-c2ccc3c(=O)c4ccccc4n(C)c3c2)cn1,142,-15,97,-1,-1,89,16,102
Cn1c(-c2ccsc2)c(-c2cccs2)c2cc(-c3ccc4cc[nH]c4c3)ccc21,94,7,94,-4,-1,89,66*,96
CC(C)[C@H](NS(=O)(=O)c1ccccc1)C(=O)OCC(=O)NC(=O)NC1CCCCC1,93,-50,103,-2,9,81,0,101
CC1CN(Cc2nc3c(c(=O)n(C)c(=O)n3C)n2CC(O)CO)CC(C)O1 (centres undefined),105,0,97,15,9,98,-1,98
COc1ccc(CCN=C(N)NS(=O)(=O)c2ccc(F)cc2)cc1OC,105,5,103,7,0,101,-3,102

# One compound at a time, from the list above. Order of values: LAP4-GFP MLPCN | GASC-1 inh | MEP2-GFP yeast | proCasp3 act | proCasp7 act | Yeast superoxide | AHR act | RPL19A TOR yeast
# CC(C)C[C@@]12C(=O)N(c3cccc(F)c3)C(=O)N1[C@H](c1ccc(Br)cc1)[C@@H]1C(=O)N(C(C)(C)C)C(=O)[C@@H]12 is listed with 130 | 0 | 88 | 1 | -6 | 90 | 4 | 97
# CCOC(=O)C(NCc1ccccc1OC)(NC(=O)c1ccccc1)C(F)(F)F (centres undefined) is listed with 103 | -6 | 108 | 0 | 8 | 91 | 2 | 98

# Other records follow.
SMILES,LAP4-GFP MLPCN,GASC-1 inh,MEP2-GFP yeast,proCasp3 act,proCasp7 act,Yeast superoxide,AHR act,RPL19A TOR yeast
CCOC(=O)c1c[nH]n(-c2ccccc2)c1=O,107,-9,99,2,3,92,-1,107
O=C(COc1ccccc1Cl)NC(=S)Nc1cccc(NC(=O)c2ccccc2Cl)c1,101,-4,97,5,-4,86,-10,95
O=C1c2ccccc2C(=O)N1CCCSc1nc2ccccc2o1,109,12,98,3,-6,106,-5,99
COc1cc(C(=O)N2CCN(C(=O)C3COc4ccccc4O3)CC2)cc(OC)c1OC (centres undefined),92,4,99,0,9,78,0,103
O=C(CNS(=O)(=O)/C=C/c1ccccc1)OC1CCOC1=O (centres undefined),89,6,99,6,2,100,0,93
CC(C)CCN(Cc1ccco1)S(=O)(=O)c1ccc(-c2ccc(=O)[nH]n2)s1,102,3,96,5,1,93,-2,96
CCc1nnc(N/N=C/c2c(Cl)cccc2Cl)n1N,110,0,103,-6,-27,105,0,106
Cc1cccc(OCc2nc(-c3ccc(Br)o3)no2)c1,117,-11,91,-6,9,96,2,91
Cc1ccc(OC(C)C(=O)N2CC(=O)Nc3ccccc32)cc1 (centres undefined),95,25,107,-5,2,100,9,105
COc1ccc(C2OC(=O)c3ccccc3S2)cc1 (centres undefined),97,2,102,-5,-1,88,-1,101
CC(C)NC(=O)COC(=O)C1CSC2(c3ccc(Br)cc3)CCC(=O)N12 (centres undefined),104,-4,94,0,4,94,0,98
Nc1ccc(S(=O)(=O)N2CCC(Cc3ccccc3)CC2)cc1,99,7,102,-3,-13,125,3,103
CC(C)Cc1nnc(NC(=O)CCS(=O)(=O)c2ccc(Cl)cc2)s1,92,-3,91,3,13,100,1,93
CCOC(=O)c1cn(C2CC2)c2c(F)c(F)c(F)cc2c1=O,107,24,88,-1,10,97,1,95
CCOc1ccc(NC(=O)C(C)Sc2nnnn2C)cc1 (centres undefined),96,-4,100,0,3,97,1,96
O=C(NCCCn1ccnc1)/C(=C\c1ccccc1Cl)NC(=O)c1ccccc1,108,-16,115,-18,-10,94,5,98

# Reformatted: results already given
> O=C(COc1ccccc1Cl)NC(=S)Nc1cccc(NC(=O)c2ccccc2Cl)c1
- LAP4-GFP MLPCN: 101
- GASC-1 inh: -4
- MEP2-GFP yeast: 97
- proCasp3 act: 5
- proCasp7 act: -4
- Yeast superoxide: 86
- AHR act: -10
- RPL19A TOR yeast: 95
> CC(C)Cc1nnc(NC(=O)CCS(=O)(=O)c2ccc(Cl)cc2)s1
- LAP4-GFP MLPCN: 92
- GASC-1 inh: -3
- MEP2-GFP yeast: 91
- proCasp3 act: 3
- proCasp7 act: 13
- Yeast superoxide: 100
- AHR act: 1
- RPL19A TOR yeast: 93
> CCOc1ccc(NC(=O)C(C)Sc2nnnn2C)cc1 (centres undefined)
- LAP4-GFP MLPCN: 96
- GASC-1 inh: -4
- MEP2-GFP yeast: 100
- proCasp3 act: 0
- proCasp7 act: 3
- Yeast superoxide: 97
- AHR act: 1
- RPL19A TOR yeast: 96
> Cc1cccc(OCc2nc(-c3ccc(Br)o3)no2)c1
- LAP4-GFP MLPCN: 117
- GASC-1 inh: -11
- MEP2-GFP yeast: 91
- proCasp3 act: -6
- proCasp7 act: 9
- Yeast superoxide: 96
- AHR act: 2
- RPL19A TOR yeast: 91
